Screening data: PubChem, National Center for Advancing Translational Sciences (NCATS)
IL-2 act – activates IL-2 in a cell-based reporter assay; AID 652025; IL-2 activation reporter assay, cell-based qHTS; stimulated with anti-CD3/CD4/CD28 beads; in transgenic mouse T cells; actives 0.065% (n = 360,000); activation, % (series mostly up to about 46 µM); in the data active = activation above about 50%; inconclusive = mostly about 30% to 49%; note: 0% is about no effect
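Unstimulated transgenic mouse T cells; 60-min compound exposure; bead-based TCR/CD4/CD28 stimulation; 18 h culture, 37 degrees C; dual fluorescence (EGFP, DsRed) plate cytometry.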
ATXN2 expr inh – inhibitors of ATXN2 expression. HEK-293 ATXN2-luciferase reporter, luminescence, 24 h. Potency, µM (doses to about 57 µM), for inactives: top-dose activity change, negative = inhibition, hits mostly inhibitors. actives 0.72% (n = 360,000). AID 1745845; note: potency is the fitted concentration of half-maximal effect; % is set by controls: 0 for no effect and ±100 for the full control effect; nearly all actives have a fitted effect of over 55% in size
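ATXN2-luciferase reporter cells (luciferase flanked by upstream and downstream ATXN2 gene portions) were treated 24 h at 37 °C with compounds at up to 57 uM. SteadyGlo luminescence gave expression; GF-AFC fluorescence gave viability.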
Nrf2 block – inhibitors of Nrf2 signaling | A549 ARE-Fluc reporter, luciferase luminescence, 18-24 h | Potency, µM (top dose mostly 46 µM), without a hit: at the top dose activity change, negative = inhibition, hits mostly inhibitors | actives 2.1% (n = 360,000) | AID 504444; note: potency is the fitted concentration of half-maximal effect; % is set by controls: 0 for no effect and ±100 for the full control effect; nearly all actives have a fitted effect of over 60% in size
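Nrf2 function is reported as luminescence of an ARE-controlled luciferase in A549 cells. Compounds were tested at several concentrations, and a CellTiter-Fluor read on the same wells flagged cytotoxicity.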
S2 tox – cell viability loss in ATXN counter-screen; Potency, µM (titrated, usually from 56.7 µM), most hits filed as cytotoxic; S2 cells (HEK-293 line with an ATXN2-luciferase reporter) viability, CellTiter-Fluor protease fluorescence, 24 h; actives 0.49% (n = 400,000); note: potency is the fitted concentration of half-maximal effect; nearly all actives have a fitted effect of over 40% in size
EPAC2 ag – activates human EPAC2 exchange factor; Q8WZA2; EPAC2 activation, biochemical qHTS; response scale: 100% = 6.5 mM cAMP response; Potency, µM (doses to about 154 µM), inactives show at the top dose activation, actives largely listed as activators; actives 0.079% (n = 360,000); AID 720711; note: potency is the fitted concentration of half-maximal effect; nearly all actives have a fitted effect of over 50% in size
Target sequence (Q8WZA2 whole entry, looked up): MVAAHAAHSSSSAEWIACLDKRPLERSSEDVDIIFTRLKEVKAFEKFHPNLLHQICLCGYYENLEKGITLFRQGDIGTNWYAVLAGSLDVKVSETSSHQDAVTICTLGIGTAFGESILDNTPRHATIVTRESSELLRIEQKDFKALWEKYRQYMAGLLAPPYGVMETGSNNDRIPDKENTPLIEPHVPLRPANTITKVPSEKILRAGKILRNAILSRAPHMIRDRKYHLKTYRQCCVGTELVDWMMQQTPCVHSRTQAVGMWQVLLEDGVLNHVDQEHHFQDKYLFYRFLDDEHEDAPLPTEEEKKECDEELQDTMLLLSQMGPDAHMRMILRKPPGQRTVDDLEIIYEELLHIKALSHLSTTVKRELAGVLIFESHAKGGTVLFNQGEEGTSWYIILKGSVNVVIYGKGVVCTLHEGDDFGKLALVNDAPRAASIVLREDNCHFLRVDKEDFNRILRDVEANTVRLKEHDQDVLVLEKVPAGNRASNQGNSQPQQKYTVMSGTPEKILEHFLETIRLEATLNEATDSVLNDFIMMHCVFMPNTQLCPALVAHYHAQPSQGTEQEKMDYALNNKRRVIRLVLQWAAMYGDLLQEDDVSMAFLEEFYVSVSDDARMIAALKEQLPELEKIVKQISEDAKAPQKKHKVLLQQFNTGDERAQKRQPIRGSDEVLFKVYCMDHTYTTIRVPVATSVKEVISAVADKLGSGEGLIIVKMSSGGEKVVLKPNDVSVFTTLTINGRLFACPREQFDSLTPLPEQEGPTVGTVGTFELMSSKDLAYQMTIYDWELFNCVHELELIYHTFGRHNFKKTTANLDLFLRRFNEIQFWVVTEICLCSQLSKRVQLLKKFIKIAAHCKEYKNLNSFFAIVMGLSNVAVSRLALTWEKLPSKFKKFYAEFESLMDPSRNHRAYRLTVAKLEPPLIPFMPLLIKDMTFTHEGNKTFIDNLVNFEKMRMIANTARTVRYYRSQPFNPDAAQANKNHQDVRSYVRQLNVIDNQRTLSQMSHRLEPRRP
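Each well held 100 nM EPAC2, 250 nM RAP1B-BODIPY-GDP and 50 uM GDP. Fluorescence, read at 5-min intervals to 30 min, was referenced to a 6.5 mM cAMP positive control.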
HepG2 viability – kills HepG2 cells in TGF-b inhibitor counter-screen. HepG2 CAGA-GFP viability, ATP luminescence, 18 h. Potency, µM (series often up to 46.1 µM), without a hit: top-dose activity change, negative = cytotoxicity, hits mostly cytotoxic. actives 0.76% (n = 410,000); note: potency is the fitted concentration of half-maximal effect; some results filed as inactive show a strong effect at the top dose
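HepG2 CAGA-GFP cells (1000/well, DMEM with 1% FBS) received compound, then TGF-beta at 500 pg/mL final, and were incubated 18 hours at 37 degrees C. Viability was read by CellTiter-Glo luminescence. Media-only wells were set as complete cell-killing and DMSO as no toxicity.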
TGFb SMAD3 inh – TGF-b pathway inhibition. HepG2 CAGA-GFP TGF-b/SMAD3 reporter, GFP fluorescence, 18 h; TGF-beta stimulated, 500 pg/mL final. actives 1.2% (n = 410,000). Potency, µM (highest dose often 46.1 µM), for the others: top-dose activity, negative = inhibition, actives largely listed as inhibitors. AID 588855; note: potency is the fitted concentration of half-maximal effect; % is set by controls: 0 for no effect and ±100 for the full control effect; nearly all actives have a fitted effect of over 65% in size
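Inhibition was scored as loss of TGF-beta-induced (500 pg/mL final, 18 hours, 37 degrees C) GFP in HEPG2 cells carrying a CAGA-GFP reporter, in DMEM with 1% FBS. Well GFP was summed per cell; Activity was normalised to unstimulated and stimulated DMSO wells, then concentration-response fitting.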
Nrf2 activator – Nrf2 pathway activation. Potency, µM (doses to about 46.1 µM), for the others: top-dose activation, actives largely listed as activators. AREc32 ARE-luciferase reporter (MCF7-derived line), luminescence, 24 h. actives 0.31% (n = 410,000); note: potency is the fitted concentration of half-maximal effect; % of control where 0% means no effect; nearly all actives have a fitted effect of over 65% in size
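Luminescent ARE reporter assay in AREc32_Fluc cells: overnight plating at 37 deg C, 24 hr compound incubation, Steady-Glo added, 30 min RT before reading.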
A549 tox – kills or reduces viability of A549 cells in Nrf2 counter-screen. Potency, µM (series often up to 46 µM), for the others: at the highest dose activity change, negative = cytotoxicity, usual class: inhibitors. A549 ARE-Fluc cells, CellTiter-Fluor viability, 18-24 h. actives 0.16% (n = 390,000); note: potency is the fitted concentration of half-maximal effect; % is set by controls: 0 for no effect and ±100 for the full control effect
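A549 ARE-Fluc cells in 5% FBS OPTI-MEM, 5000 cells/well, rested 2 h then exposed to compounds in concentration-response for 18-24 h at 37 °C. Viability by CellTiter-Fluor fluorescence (Ex 405/Em 525) after 30 min; luciferase luminescence (BugLite, 15 min, RT) read afterwards.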
The depositor's hits bear a star; i = inactive; u = inconclusive; x = no result given; & = joins results of further samples; [ ] = remark or other dose. Unless noted, calls come from the whole dose curve; as a rule, active = well fitted curve in the direction sought with a large enough effect; inconclusive = small, poorly fitted or top-dose-only effect, or another doubt; inactive = no such curve, though single readings can be large; an effect the other way counts as inactive or inconclusive.

Values run as follows: A549 tox	Nrf2 activator	IL-2 act	TGFb SMAD3 inh	EPAC2 ag	HepG2 viability	ATXN2 expr inh	S2 tox	Nrf2 block
- COc1ccc(NC2CCCN(C(=O)c3ccc(C)nc3)C2)cc1 (stereo not given)
 : 1.1%	2.9%	0.6	-4.4%	2.0%	-8.1%	3.5%	u	0.7%
- O=C1C2C(c3cccc(/C=C/c4ccccc4)c3)CC=CC2C(c2ccc(C(F)(F)F)cc2)N1Cc1ccccc1 (stereo not given)
 : -1.5%&-0.5%	-0.5%	-0.2	-11.2%&1.6%	-1.7%	3.6%&-1.8%	13.2%	i	-20.8%&1.9%
- O=C(O)C1CCCCC1C(=O)NCCCN1CCCC1=O (stereo not given)
 : 1.5%	-0.9%	-3.3	22.9%	-2.8%	3.2%	3.9%	i	1.3%
- CCC(C)(C)n1nnnc1C(C(C)C)N1CCN(C(=O)c2ccco2)CC1 (stereo not given)
 : -4.5%	-0.3%	0.2	0.2%	7.9%	-11.2%	-9.5%	i	-5.4%
- CCOc1nc(SCCOc2ccc(Cl)cc2Cl)nc(N(C)C)n1
 : 15.3%	0.0%	-0.6	-23.6%	0.6%	1.1%	-11.3%	i	-10.9%
- COc1ccc(OCc2n[nH]c(=S)n2-c2ccc(C)cc2)cc1
 : -8.7%	-0.8%	0.8	-19.4%	3.8%	-3.7%	x	i	-13.8%
- C=CCn1c(SCC(=O)Nc2sccc2C(N)=O)nc2sc(C)c(C)c2c1=O
 : -29.3%	-0.5%	-0.1	0.8%	16.5%	-34.3%	-31.5%	u	u
- O=C(OC(C(=O)NCc1ccccc1)c1ccccc1)c1ccco1 (stereo not given)
 : 7.3%	-0.1%	0.4	23.8%	10.6%	-10.0%	-8.9%	i	23.3%
- CCOC(=O)c1c(-c2ccccc2)cn2c(C)cc(C)nc12
 : 3.5%	11.4%	-0.3	-5.2%	0.2%	3.3%	64.9%[activator]	i	u
- CC(NC(=O)C1CCC(C(C)(C)C)CC1)C(c1ccccc1)N1CCOCC1 (stereo not given)
 : -2.4%	0.4%	-1.7	-19.9%	-3.2%	-26.6%	4.3%	i	u
- Nc1ccc(S(=O)(=O)NNC(=O)C(=O)NNc2ccccn2)cc1
 : -0.1%	0.5%	0.2	-26.8%	0.3%	-20.0%	-2.5%	i	10.0%
- O=C(NC(=S)NCc1cccnc1)c1ccccc1F
 : -6.0%	0.2%	0.8	18.3%	1.0%	1.9%	2.2%	i	-8.3%
- CCOc1ccc(S(=O)(=O)Nc2cccc(-c3ccc(N4CCC(C)CC4)nn3)c2)cc1
 : -3.0%	4.9%	x	-30.0%	x	-15.8%	30.9%[activator]	u	x
- Cc1c(NC(=O)COC(=O)C(c2ccc(Cl)cc2)C(C)C)c(=O)n(-c2ccccc2)n1C (stereo not given)
 : 14.2%	0.0%	-1.5	-17.2%	-4.3%	-38.0%	-4.0%	i	u
- COc1cc(/C=C2\SC(=S)N(CC(=O)Nc3cccnc3)C2=O)cc(OC)c1OC
 : -2.8%	0.4%	1.0	-3.9%	12.4%	-1.9%	-16.9%[11.3 µM]	i	27.7%
- CCNC(=O)/C(C#N)=C/c1c(N2CCN(C)CC2)nc2c(C)cccn2c1=O
 : -17.6%	-0.6%	-1.9	-1.5%	-1.1%	5.5%	12.3%	i	-1.6%
- CC(=O)c1c(C)[nH]c(C(=O)OCC(=O)NCCc2ccc(Cl)cc2)c1C
 : -3.0%	4.6%	0.4	u	-7.4%	-11.2%	-15.7%	i	x
- CCOc1cc(C(=O)N/N=C(\C)Cc2ccc(OC)cc2)cc(OCC)c1OCC
 : 0.9%	-0.3%	1.5	-3.2%	-0.4%	-1.1%	1.9%	i	7.8%
- CC1(C)S[C@@H]2[C@H](NC(=O)[C@H](N)c3ccccc3)C(=O)N2[C@H]1C(=O)OC1OC(=O)c2ccccc21 (stereo not given in full)
 : 3.2%	-0.3%	-0.4	-7.7%	13.3%	-24.1%	-3.9%	i	-34.1%
- Cc1ccc(S(=O)(=O)N2CCCCC2)cc1C(=O)NCc1ccncc1
 : u	-2.0%	-0.2	21.2%	6.4%	-4.4%	-3.5%	i	5.2%
- CN1CCS/C1=C/C=C1\SC(=S)N(CC(=O)O)C1=O
 : -16.9%	-1.1%	-0.7	86.3%[activator]	14.5%	-7.4%	-13.0%	u	-7.2%
- Cc1ccc(N2CC(c3nnc(Cc4ccc(F)cc4)o3)CC2=O)cc1 (stereo not given)
 : 2.7%	-1.7%	x	-12.8%	x	-16.7%	6.2%	i	11.7%
- C=CCOc1ccc(CN(C)C(=O)C2CCCO2)cc1 (stereo not given)
 : 0.8%	3.4%	-1.6	-0.5%	9.4%	-3.6%	46.3%[activator]	i	10.5%
- Cc1cccc(NC(=O)Cn2nc(-c3ccco3)ccc2=O)c1C
 : 0.8%	1.8%	-2.1	6.3%	4.1%	5.4%	0.7%	i	-11.5%
- O=C(CSc1nnc2ccccn12)NNC(=O)c1cccc([N+](=O)[O-])c1
 : -0.9%	0.6%	0.0	15.5%	6.6%	-0.4%	6.1%	i	-2.3%
- O=c1[nH]nc(-c2ccc(F)cc2)cc1Cc1ccccc1
 : -5.8%	3.8%	-0.1	-2.7%	0.8%	2.5%	x	i	-7.3%
- O=c1c2c(-c3ccccc3)csc2nc2n1CCC2
 : 15.6%	0.5%	0.4	4.9%	7.1%	6.1%	-13.4%	i	9.5%
- COc1cccc(C2NC(CCSC)(C(=O)O)C3C(=O)N(C(C)C)C(=O)C23)c1O (stereo not given)
 : 0.2%	0.1%	-1.6	-9.8%	3.8%	-19.2%	-6.6%	i	u
- Cc1cc(CCN2CCC(=O)NC2=S)ccc1OC(C)C
 : 2.6%	-0.5%	0.8	10.5%	1.4%	-7.2%	1.2%	i	-17.1%
- CCC(CC)c1nnc(NC(=O)CCc2ccccc2OC)s1
 : -5.8%	2.1%	0.9	1.4%	-4.9%	6.3%	3.4%	i	-0.3%
- S=c1[nH]nc(-c2ccc3ccccc3n2)n1Cc1ccccc1
 : 0.8%	-0.3%	2.6	-2.3%	-6.7%	-7.5%	-7.3%	i	-0.3%
- Cc1cnc(C(=O)OCC(=O)NC(=O)NC(C)C)cn1
 : 1.0%	-0.9%	0.4	-1.2%	0.2%	-3.0%	-7.9%	i	-5.4%
- Cc1ccc(-c2ccc(=O)n(CC(=O)Nc3cccc(C#N)c3)n2)cc1
 : 2.7%	0.3%	x	-4.2%	x	7.2%	-5.8%	i	12.1%
- COc1ccccc1OC(C)C(=O)Nc1nc(-c2ccc(S(=O)(=O)N3CCOCC3)cc2)cs1 (stereo not given)
 : u	0.3%	-0.5	2.4%	-1.9%	1.9%	5.2%	u	4.4%
- CC(=O)NC(c1ccc(F)c(F)c1)c1nc(-c2ccc3c(c2)OCO3)cs1 (stereo not given)
 : x	0.8%	-0.2	-3.3%	9.4%	-34.9%	-8.1%	i	x
- CCOc1ccc(Br)cc1/C=N/O
 : -0.5%	5.7%	-0.4	-25.8%	10.0%	-1.7%	-10.4%	i	u
- O=C(c1ccco1)N1CCCN(Cc2nc(-c3cccs3)no2)CC1
 : 12.8%	0.1%	0.0	0.9%	10.7%	-4.0%	x	i	6.0%
- O=C(CC1C(=O)NCCN1Cc1cccc(Oc2ccccc2)c1)NCCc1ccncc1 (stereo not given)
 : -3.6%	0.4%	-0.2	-12.3%	6.6%	-18.5%	x	i	-6.5%
- Cc1ccc(S(=O)(=O)N2CCC(=O)N(C(COCc3ccc(Cl)cc3)Cc3ccccc3)CC2)cc1 (stereo not given)
 : -4.4%	-0.3%	-2.6	12.1%	9.8%	25.7%	10.9%	i	3.3%
- CCCCn1c(CN2CCN(C(=O)OCC)CC2)nc2c1c(=O)n(C)c(=O)n2C
 : -6.7%	0.3%	-0.6	-8.8%	-6.6%	4.0%	-6.7%	u	u
- CC(=C/c1ccc(C(C)C)cc1)/C=N/NC(=O)c1ccncc1
 : -7.0%	0.2%	1.6	-20.5%	-3.3%	-32.9%	-13.9%	i	13.1%
- COc1c2c(cc3oc(CO[C@@H]4O[C@H](CO)[C@@H](O)[C@H](O)[C@H]4O)cc(=O)c13)O[C@H](C(C)(C)O)C2
 : 1.7%	-1.0%	2.9	3.6%	8.6%	-2.6%	9.5%	i	-22.4%
- COc1ccc(Cl)cc1-c1nc(-c2ccc(Br)o2)no1
 : -2.1%	19.5%	-2.2	-2.8%	1.7%	-0.6%	24.1%	i	25.8%
- Cc1ccc(-c2nnc(COC(=O)c3ccco3)o2)cc1
 : 2.6%	1.9%	-2.4	-3.6%	1.9%	-2.7%	8.4%	i	23.1%
- COc1ccc(CNC(=O)CCC2N=C3c4ccccc4N=C(SCc4cccc(F)c4)N3C2=O)cc1 (stereo not given)
 : 1.2%	1.9%	x	u	x	-32.5%	15.8%	u	x
- C=CCOC(=O)C1=C[C@H](c2coc3ccccc3c2=O)C[C@H](OCCCCO)O1
 : 2.3%	3.8%	0.7	3.5%	8.9%	-1.3%	10.5%	i	13.0%
- O=C(c1cccc(F)c1)N1CCN(C(=O)C2CC2)CC1
 : 4.0%	0.2%	3.1	-2.2%	9.6%	-9.4%	-0.9%	i	16.1%

Profiles, quoted from the list:
O=C(c1cccc(F)c1)N1CCN(C(=O)C2CC2)CC1 is listed as A549 tox: 4.0%; Nrf2 activator: 0.2%; IL-2 act: 3.1; TGFb SMAD3 inh: -2.2%; EPAC2 ag: 9.6%; HepG2 viability: -9.4%; ATXN2 expr inh: -0.9%; S2 tox: i; Nrf2 block: 16.1%
CC(=C/c1ccc(C(C)C)cc1)/C=N/NC(=O)c1ccncc1 is listed as A549 tox: -7.0%; Nrf2 activator: 0.2%; IL-2 act: 1.6; TGFb SMAD3 inh: -20.5%; EPAC2 ag: -3.3%; HepG2 viability: -32.9%; ATXN2 expr inh: -13.9%; S2 tox: i; Nrf2 block: 13.1%
